mIAP act: mouse IAP activation; hit rate 0.24% among 330,000; AID 2805; muIAP, CDP-Star luminescence, 30 min; active compounds read high; 1 = vehicle-only enzyme signal, 0 = enzyme-free wells; activation factor at 10 µM;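 active means activation factor of at least 2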; further: the source names both 10 and 20 µM as test concentration; values of inactives mirror those of a sister screen read the other way
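System: mouse IAP enzyme. Reagent: CDP-Star chemiluminescent phosphatase substrate. Benchmarks: DMSO wells, no-enzyme wells. Times: 30 min enzyme-substrate-compound incubation at room temperature. Detection: luminescence from enzymatic CDP-Star hydrolysis. Doses: test compounds delivered from DMSO solution.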
TIM10 inh: growth inhibitors of TIM10 yeast strain. S. cerevisiae TIM10 strain growth, BacTiter-Glo luminescence, 24 h. inhibition, % at 10 µM. hit rate 1.4% among 330,000;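 active means inhibition of 40% or more at the single tested concentration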;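 further: wild-type TIM10 isogenic control strain grown at permissive 25 °C; 0% = DMSO yeast wells and 100% = minimal medium wells without yeast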
hIAP inh: human IAP inhibition. P09923. purified IAP, CDP-Star luminescence, 30 min. inhibition, % at 10 µM. hit rate 0.12% among 330,000. AID 2544;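 active means inhibition reaching a set limit with compound at 10 µM in the primary screen, cut at about 35% in these data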;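 further: plate controls were DMSO wells with enzyme for no effect and no-enzyme buffer wells for full effect; values of inactives mirror those of a sister screen read the other way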
Target sequence (P09923 whole entry, looked up): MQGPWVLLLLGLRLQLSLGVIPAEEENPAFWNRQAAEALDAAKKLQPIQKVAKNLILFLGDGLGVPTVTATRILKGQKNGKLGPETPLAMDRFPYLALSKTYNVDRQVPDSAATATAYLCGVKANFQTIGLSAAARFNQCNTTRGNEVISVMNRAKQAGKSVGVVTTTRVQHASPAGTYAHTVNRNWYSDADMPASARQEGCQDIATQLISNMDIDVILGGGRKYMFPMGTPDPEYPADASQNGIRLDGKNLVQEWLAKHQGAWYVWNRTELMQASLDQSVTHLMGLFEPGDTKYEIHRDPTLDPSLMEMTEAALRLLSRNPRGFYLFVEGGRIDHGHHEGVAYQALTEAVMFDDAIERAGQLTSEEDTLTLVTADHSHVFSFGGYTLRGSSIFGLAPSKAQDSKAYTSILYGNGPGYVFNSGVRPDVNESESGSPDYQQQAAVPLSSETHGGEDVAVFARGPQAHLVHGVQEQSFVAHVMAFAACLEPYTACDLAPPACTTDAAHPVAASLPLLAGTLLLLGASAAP
tim10-1 inh: growth inhibitors of tim10-1 mutant yeast; S. cerevisiae tim10-1 ts strain growth, BacTiter-Glo, 24 h; inhibition, % at 20 µM; hit rate 2.2% among 330,000; AID 463190;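 active means inhibition of at least 40%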;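 further: mutant grown at 25 °C; 0% = DMSO wells with yeast and 100% = wells holding no yeast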
beta cell repl: induces beta-cell replication in MIN6 cells | MIN6 cells proliferation, ATPlite luminescence, 48 h; cells starved in 0.2% serum; 100% = growth in 10% serum | proliferation, % at 10 µM | hit rate 0.29% among 330,000 | AID 2380;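 active means compounds whose signal lies at least 3.5 SD above the mean of all wells on their plate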;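 further: 0% = DMSO-treated cells in low-serum medium and 100% = 10% serum control; some compounds called inactive have numbers as strong as hits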
mIAP inh: mouse IAP inhibition; purified mouse IAP, CDP-Star luminescence, 30 min; inhibition, % at 10 µM; hit rate 0.2% among 330,000;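 active means inhibition of at least 40% at 10 µM in the primary screen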;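 further: plate controls were DMSO with enzyme for no effect and no enzyme wells for full effect; values of inactives mirror those of a sister screen read the other way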
APOBEC3G inh: APOBEC3G (human) deaminase inhibition; recombinant A3G, ssDNA deamination FAM/TAMRA fluorescence; AID 493012; Q9HC16; hit rate 0.28% among 330,000; inhibition, % at 20 µM;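 active means inhibition of at least 40% at 20 µM, with no more than 30% in the related APOBEC3A deaminase screen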;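 further: plate controls were DMSO wells with A3G for no effect and wells lacking A3G enzyme for full effect; some compounds called inactive have numbers as strong as hits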
Target sequence (Q9HC16 whole entry, looked up): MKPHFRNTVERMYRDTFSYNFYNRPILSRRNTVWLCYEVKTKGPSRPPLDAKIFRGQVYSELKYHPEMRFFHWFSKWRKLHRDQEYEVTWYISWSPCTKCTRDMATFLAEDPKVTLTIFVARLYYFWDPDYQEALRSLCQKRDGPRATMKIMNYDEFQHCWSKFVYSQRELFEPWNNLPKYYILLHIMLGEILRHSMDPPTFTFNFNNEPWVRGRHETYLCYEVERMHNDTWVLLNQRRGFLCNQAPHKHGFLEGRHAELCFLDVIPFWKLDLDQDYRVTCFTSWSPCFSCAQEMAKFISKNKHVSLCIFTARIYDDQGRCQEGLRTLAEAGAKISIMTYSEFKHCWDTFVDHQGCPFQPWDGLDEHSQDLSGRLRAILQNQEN
APOBEC3A inh: blocks human APOBEC3A ssDNA deamination | recombinant A3A, FAM/TAMRA ssDNA deamination fluorescence | inhibition, % at 20 µM | hit rate 0.41% among 330,000;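 active means at least 40% inhibition at 20 µM here, with at most 30% in a related deaminase screen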;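 further: plate controls were A3A with DMSO for no effect and wells lacking A3A enzyme for full effect; some results filed as inactive read as strong as hits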
Target sequence (P31941 whole entry, looked up): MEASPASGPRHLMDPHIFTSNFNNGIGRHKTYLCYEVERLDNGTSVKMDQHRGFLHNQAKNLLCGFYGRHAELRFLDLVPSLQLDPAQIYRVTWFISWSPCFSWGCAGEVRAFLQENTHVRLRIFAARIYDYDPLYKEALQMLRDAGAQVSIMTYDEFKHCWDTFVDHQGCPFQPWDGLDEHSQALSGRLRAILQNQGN
NLRP3 yeast inh: NALP3 inhibition in yeast; hit rate 0.39% among 330,000; inhibition, % at 10 µM; Yeast reconstituted NLRP3/ASC/caspase-1, beta-gal luminescence, 24 h;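 active means inhibition of 50% or more; inactive means inhibition below 50%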;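 further: plate controls were induced DMSO wells for no effect and uninduced yeast grown without galactose for full effect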
Starred values were filed as active, the others as inactive. Random draw from the library; any-hit rate near 4.6%.

Fields – mIAP act | TIM10 inh | hIAP inh | tim10-1 inh | beta cell repl | mIAP inh | APOBEC3G inh | APOBEC3A inh | NLRP3 yeast inh
CCOc1ccc(C2C=C(c3ccccc3)Nc3ncnn32)cc1 (stereo not given)
 : 0.96 | 20 | 4 | 18 | 0 | 4 | -4 | -3 | -13
COCCCNC(=O)CCc1nc2cccnc2n1Cc1ccccc1
 : 1.1 | -4 | -7 | -12 | -2 | -12 | -1 | 1 | 6
CC(C)NC(=O)N(C)C[C@H]1Oc2ccc(NS(=O)(=O)c3ccccc3)cc2C(=O)N([C@H](C)CO)C[C@H]1C
 : 0.98 | -2 | 10 | 9 | -1 | 2 | -8 | -6 | 6
Cc1ccn2c(=O)nc(SCC(=O)N3CCC(C)CC3)nc2c1
 : 0.96 | 2 | 6 | 8 | -3 | 4 | -11 | -8 | 8
COc1ccc(/C=C/C(=O)C2(O)CCCCC2)cc1
 : 0.99 | 27 | 4 | 36 | -3 | 1 | 4 | 1 | -14
O=C(Nc1ccc(Br)cc1)c1cccnc1N1CCCCC1
 : 0.97 | 11 | -2 | 29 | 1 | 2 | 0 | 2 | 27
COc1ccccc1N(C)S(=O)(=O)c1ccc(Cl)c(C(=O)Nc2cccc(C)n2)c1
 : 1 | -15 | -2 | 2 | -2 | -3 | -1 | 1 | 19
COc1ccccc1/C=N/NC(=O)c1ccc2c(c1)OCO2
 : 0.8 | 12 | -6 | 16 | -5 | 20 | 18 | 2 | 20
COCCNC(=O)CSc1nc2nc(C)cc(C)n2n1
 : 0.96 | -2 | 20 | 0 | -2 | 4 | 0 | 0 | 13
C=CCN1C(=O)c2ccc(C(=O)N(CC)CC(=O)Nc3c(F)cccc3F)cc2C1=O
 : 0.94 | 2 | -10 | -8 | 0 | 6 | -8 | 1 | 10
O=C(Oc1ccccc1C(=O)N1CCOCC1)c1ccc(F)cc1
 : 1 | 14 | 1 | 8 | -1 | 0 | -6 | 3 | 3
CC(C)[C@H]1C(=O)Nc2ccccc2N1C(=O)N[C@@H](Cc1ccccc1)C(=O)N[C@H](Cc1ccccc1)C(=O)O
 : 0.82 | 0 | 14 | -2 | 5 | 18 | -9 | -4 | 15
O=c1c2ccccc2c(=O)n(Cc2ccccc2)n1Cc1ccccc1
 : 0.95 | -9 | 21 | -2 | -5 | 5 | -4 | -1 | 6
CCOP(=O)(OCC)c1ccc2c(c1)C(=O)c1ccccc1CC2
 : 0.98 | 6 | -6 | 12 | -1 | 2 | -7 | -2 | 5
COc1ccc(C(=O)Nc2cc(C)ccc2NC(=O)COc2ccccc2)cc1
 : 0.99 | -7 | 18 | -15 | -1 | 1 | -4 | 6 | 2
Cc1nn(C(=O)N2CCOCC2)c(C)c1C
 : 1 | 0 | 8 | 8 | -1 | -4 | 62* | 3 | 5
CC(C)=C(NC(=O)c1ccccc1)C(=O)Nc1cccc(C)c1
 : 0.98 | -2 | -18 | 1 | 2 | 2 | -5 | -3 | -2
COc1cc(-c2cc3nc4ccccc4n3c(N)c2C#N)cc(OC)c1OC
 : 1.1 | 22 | -9 | 14 | 4 | -14 | -2 | 1 | 2
COc1ccc(S(=O)(=O)N2CCC(C(=O)N3CCOCC3)CC2)cc1Cl
 : 1.1 | -7 | -19 | 14 | 0 | -10 | -6 | -2 | -9
COc1cc(/C=N/Nc2nc3ccccc3s2)ccc1O
 : 0.96 | -26 | -5 | -16 | -4 | 4 | 0 | 4 | 10
CCOC(=O)C1=C(COC(=O)c2ncc(Cl)c(Cl)c2Cl)NC(=O)NC1C (stereo not given)
 : 0.93 | 3 | -6 | 16 | -3 | 7 | -9 | -1 | 21
CCCc1cc(Nc2cccc(OC)c2)n2ncnc2n1
 : 1 | -2 | 13 | 27 | 4 | -2 | 2 | 6 | 17
Cc1ccccc1CN1C(=O)C(C)S/C1=N/N=C/c1ccco1 (stereo not given)
 : 0.95 | 11 | 9 | -6 | 1 | 5 | -6 | 1 | 14
O=C(CN(Cc1ccccc1)S(=O)(=O)c1ccccc1)NC1CC1
 : 0.7 | 0 | -3 | 18 | -2 | 30 | -2 | -1 | 4
O=C(Nc1cccc(C(F)(F)F)c1)Nc1ccc2[nH]c(=O)[nH]c2c1
 : 1.3 | -16 | 11 | 2 | 2 | -26 | -4 | 2 | 14
COc1cc(N2CCCC2)c(OC)cc1/C=C(/C#N)c1ccc(Br)cc1
 : 0.88 | 6 | -4 | 5 | -6 | 12 | -20 | -8 | 14
CC1(C)CC2CC(C)(CN2S(=O)(=O)c2ccc(F)cc2F)C1 (stereo not given)
 : 1 | 30 | 8 | 40 | 2 | -5 | -5 | 0 | 12
CN(C)S(=O)(=O)c1cc(NC(=O)COC(=O)c2nc(Cl)ccc2Cl)ccc1Cl
 : 1.1 | 0 | -5 | 14 | -3 | -10 | -5 | 2 | 14
COc1cc(CNCCO)ccc1OCC(=O)Nc1ccc(Br)cc1
 : 0.92 | -1 | 8 | 8 | -2 | 8 | -8 | -2 | 4
Cn1c(=O)c(C(=O)Nc2ccccc2S(N)(=O)=O)c(O)c2ccccc21
 : 0.9 | 5 | 2 | -35 | 1 | 10 | -5 | -2 | 38

Individual results from the entries so far.
Under hIAP inh, `Cn1c(=O)c(C(=O)Nc2ccccc2S(N)(=O)=O)c(O)c2ccccc21` reads 2
Under APOBEC3A inh, `Cc1ccccc1CN1C(=O)C(C)S/C1=N/N=C/c1ccco1` (stereo not given) reads 1
Under NLRP3 yeast inh, `CCOC(=O)C1=C(COC(=O)c2ncc(Cl)c(Cl)c2Cl)NC(=O)NC1C` (stereo not given) reads 21
Under APOBEC3G inh, `CC(C)=C(NC(=O)c1ccccc1)C(=O)Nc1cccc(C)c1` reads -5
Under mIAP inh, `O=C(CN(Cc1ccccc1)S(=O)(=O)c1ccccc1)NC1CC1` reads 30
Under NLRP3 yeast inh, `CCCc1cc(Nc2cccc(OC)c2)n2ncnc2n1` reads 17

Four entries from above, as labelled records.
Compound: CCCc1cc(Nc2cccc(OC)c2)n2ncnc2n1
  mIAP act = 1 | TIM10 inh = -2 | hIAP inh = 13 | tim10-1 inh = 27 | beta cell repl = 4 | mIAP inh = -2 | APOBEC3G inh = 2 | APOBEC3A inh = 6 | NLRP3 yeast inh = 17

Compound: Cc1ccccc1CN1C(=O)C(C)S/C1=N/N=C/c1ccco1 (stereo not given)
  mIAP act = 0.95 | TIM10 inh = 11 | hIAP inh = 9 | tim10-1 inh = -6 | beta cell repl = 1 | mIAP inh = 5 | APOBEC3G inh = -6 | APOBEC3A inh = 1 | NLRP3 yeast inh = 14

Compound: O=C(CN(Cc1ccccc1)S(=O)(=O)c1ccccc1)NC1CC1
  mIAP act = 0.7 | TIM10 inh = 0 | hIAP inh = -3 | tim10-1 inh = 18 | beta cell repl = -2 | mIAP inh = 30 | APOBEC3G inh = -2 | APOBEC3A inh = -1 | NLRP3 yeast inh = 4

Compound: O=C(Nc1cccc(C(F)(F)F)c1)Nc1ccc2[nH]c(=O)[nH]c2c1
  mIAP act = 1.3 | TIM10 inh = -16 | hIAP inh = 11 | tim10-1 inh = 2 | beta cell repl = 2 | mIAP inh = -26 | APOBEC3G inh = -4 | APOBEC3A inh = 2 | NLRP3 yeast inh = 14

(listing goes on)
Fields – mIAP act | TIM10 inh | hIAP inh | tim10-1 inh | beta cell repl | mIAP inh | APOBEC3G inh | APOBEC3A inh | NLRP3 yeast inh
N#Cc1ccccc1Cn1c(-c2cscn2)nc2ccccc21
 : 0.97 | 8 | -6 | 20 | 3 | 3 | -4 | -1 | -3
N#CCC(=O)Nc1ccc(C(=O)Nc2ccc3c(c2)OCO3)cc1
 : 0.83 | -1 | -2 | -11 | 2 | 16 | -3 | -3 | 24
COc1nc(-c2ccccc2)nc(C)c1CC(=O)O
 : 1 | 9 | 1 | 1 | 0 | -1 | -2 | 1 | 9
CC(O)CNCCNCc1c(OCc2ccccc2)ccc2ccccc12 (stereo not given)
 : 1.1 | -15 | -16 | -3 | -5 | -12 | 0 | 3 | 35
COc1ccc(OC)c(C(=O)N(C)C2CCCN(Cc3ccccc3F)C2)c1 (stereo not given)
 : 1 | 4 | -38 | 11 | -3 | -4 | -4 | -1 | -4
COc1cc(N=Cc2c(O)[nH]c3ccccc23)cc(OC)c1OC
 : 0.96 | 35 | -22 | 44* | -2 | 4 | -8 | -5 | 19
CCN(CC)S(=O)(=O)c1cccc(NC2=NCCCCC2)c1
 : 0.99 | -2 | -9 | 0 | -4 | 1 | -3 | 5 | -3
CC(C)Cn1c(Br)nc2c1c(=O)n(CCC#N)c(=O)n2C
 : 0.99 | 6 | 5 | 6 | -3 | 1 | -2 | 3 | 15
COc1cccc(NC(=S)N2CCN(S(=O)(=O)c3ccccc3)CC2)c1
 : 1 | 6 | 9 | 7 | -3 | -2 | -6 | -3 | 6
Cc1cc(NC(=O)c2cccc(C)c2[N+](=O)[O-])no1
 : 0.96 | 2 | -24 | 4 | -1 | 4 | 0 | 1 | 14
CCCCN(C(=O)CSCc1c(C)noc1C)c1c(N)n(CCC)c(=O)[nH]c1=O
 : 0.98 | -1 | 8 | 7 | 5 | 2 | -1 | 3 | 1
Cc1cc(NC(=O)c2ccc(C)c([N+](=O)[O-])c2)no1
 : 0.9 | -14 | 24 | 7 | 2 | 10 | -3 | 0 | 7
COc1ccc(-c2nn(-c3ccccc3)cc2/C=C/C(=O)OCC(=O)Nc2ccccc2C#N)cc1
 : 0.93 | -2 | 1 | 13 | -5 | 7 | -13 | -1 | 34
O=S(=O)(N/N=C/c1ccccc1F)c1ccccc1
 : 1.1 | -1 | 5 | 7 | -2 | -6 | -2 | -1 | 3
Cc1ccc(NC(=O)C(C)C(=O)Nc2ccc(C)cc2)cc1
 : 1 | -13 | -19 | -8 | -1 | 0 | -3 | 0 | 31
COc1ccc(-c2nc(CS(=O)CC(=O)NC3CCCCCC3)c(C)o2)cc1 (stereo not given)
 : 0.97 | 19 | -26 | 25 | 1 | 3 | -5 | -6 | 3
CN(Cc1ccco1)c1ncnc2ccc(-c3ccc4c(c3)OCO4)cc12
 : 1 | 7 | 0 | 22 | -7 | -2 | -5 | 1 | 16
CCOC(=O)c1sc(N(Cc2ccccc2)C(=O)CN2C(=O)CN(C)C2=O)nc1C
 : 0.97 | 14 | 5 | 17 | 2 | 3 | -8 | -2 | 4
COc1ccc(-c2nn(-c3ccccc3)cc2C(=O)NC(=S)Nc2cc(Cl)ccc2Cl)cc1
 : 0.79 | -7 | 12 | 4 | -4 | 21 | -1 | 1 | 12
COc1ccc(NC(=O)C(Br)C(C)C)cc1 (stereo not given)
 : 1.1 | -6 | 8 | 9 | 0 | -9 | -2 | 5 | 5
c1cc(C(c2nnnn2C2CCCC2)N2CCOCC2)ccn1 (stereo not given)
 : 0.99 | -3 | 4 | 0 | -2 | 1 | -6 | -5 | 16
O=C(O)CSc1c2c(nc3cc(C(=O)N4CCOCC4)ccc13)CCCC2
 : 1 | 10 | -6 | 3 | -2 | -3 | -6 | -1 | 0
COc1ccc(C2(CN(C(C)=O)C(C)=O)CCCC2)cc1OC
 : 1 | -10 | -6 | 17 | -1 | 0 | 0 | -1 | 11
COc1ccc(-c2cn3cccnc3n2)cc1F
 : 1 | 9 | 22 | -10 | -2 | -1 | 0 | 1 | 11
COc1ccccc1NC(=O)CN1CCN(CC(=O)Nc2cc(C)ccc2OC)CC1
 : 0.91 | 11 | -7 | -9 | 0 | 9 | -12 | -4 | 16
COc1ccc(CCNC(=O)c2nnn(CC(=O)Nc3ccccc3)c2N)cc1OC
 : 0.95 | 9 | 2 | 9 | 4 | 5 | -5 | -3 | 8
COc1ccccc1NS(=O)(=O)c1cc(NC(=O)c2ccncc2)ccc1N1CCCC1
 : 0.91 | 22 | 9 | 25 | -2 | 9 | 29 | -1 | 13
